# SENP6 inh = inhibitors of human SENP6 protease | Recombinant SENP6 catalytic domain, aminoluciferin luminescence | Q9GZR1 | AID 2599 | 1.8% of 330,000 active | inhibition, % at 10 µM;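 active = inhibition above about 50% at the single tested dose, limit read from the data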;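 also: plate controls were DMSO wells with enzyme for no effect and DMSO wells lacking enzyme for full effect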
# hIAP activ = increases human intestinal alkaline phosphatase activity | P09923 | purified human IAP, CDP-Star luminescence, 30 min; stronger effect = higher value; 1 = vehicle-only enzyme, 0 = enzyme-free background | activation factor at 10 µM | 0.16% of 330,000 active | AID 2524;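 active = activation factor of the enzyme at least 2-fold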; also: the source names both 10 and 20 µM as test concentration; values of inactives mirror those of a sister screen read the other way
# Target sequence (P09923 whole entry, looked up): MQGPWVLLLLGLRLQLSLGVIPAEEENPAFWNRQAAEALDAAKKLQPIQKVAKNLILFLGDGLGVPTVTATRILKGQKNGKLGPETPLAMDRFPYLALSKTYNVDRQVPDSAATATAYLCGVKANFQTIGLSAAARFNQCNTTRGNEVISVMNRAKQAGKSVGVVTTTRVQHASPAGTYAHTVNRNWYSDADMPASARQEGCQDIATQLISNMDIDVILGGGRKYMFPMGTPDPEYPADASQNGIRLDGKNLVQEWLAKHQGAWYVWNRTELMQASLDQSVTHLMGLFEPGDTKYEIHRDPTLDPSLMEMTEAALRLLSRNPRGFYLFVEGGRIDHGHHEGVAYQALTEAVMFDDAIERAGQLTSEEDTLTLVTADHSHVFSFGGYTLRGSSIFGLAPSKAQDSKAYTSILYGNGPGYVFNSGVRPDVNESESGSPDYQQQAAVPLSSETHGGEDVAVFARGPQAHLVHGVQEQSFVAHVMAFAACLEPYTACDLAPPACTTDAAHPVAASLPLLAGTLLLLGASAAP
# SENP1 inh = inhibitors of human SENP1 SUMO protease catalytic domain | recombinant SENP1 catalytic domain, CyPet-SUMO1-YPet FRET cleavage | inhibition, % at 10 µM | 0.21% of 360,000 active;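 active = inhibition at least 30% at 10 µM, raw YFP signal under a set limit, fluorescence ratio 0.5 to 1.5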;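 also: 0% = enzyme with DMSO and 100% = no enzyme wells; some results filed as inactive read as strong as hits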
#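 Test system: hSENP1 catalytic domain, recombinant; Amount: 20 pM final SENP1 enzyme; Medium: Tris pH 8 buffer plus EDTA, NaCl, BME, BSA, NP40, catalase; Schedule: 50 min enzyme reaction, room temperature, light-protected; Technique: FRET fluorescence in CFP and YFP emission channels; Controls: no-enzyme wells low, DMSO-plus-enzyme wells high control.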
# ATG4B inh = blocks human ATG4B protease cleavage of LC3 substrate | Q9Y4P1 | ATG4B cleavage of LC3-PLA2, NBD-HPC fluorescence, 1 h | inhibition, % at 8.33 µM | 0.51% of 340,000 active; in the data active = inhibition above about 40%
# Target sequence (Q9Y4P1 whole entry, looked up): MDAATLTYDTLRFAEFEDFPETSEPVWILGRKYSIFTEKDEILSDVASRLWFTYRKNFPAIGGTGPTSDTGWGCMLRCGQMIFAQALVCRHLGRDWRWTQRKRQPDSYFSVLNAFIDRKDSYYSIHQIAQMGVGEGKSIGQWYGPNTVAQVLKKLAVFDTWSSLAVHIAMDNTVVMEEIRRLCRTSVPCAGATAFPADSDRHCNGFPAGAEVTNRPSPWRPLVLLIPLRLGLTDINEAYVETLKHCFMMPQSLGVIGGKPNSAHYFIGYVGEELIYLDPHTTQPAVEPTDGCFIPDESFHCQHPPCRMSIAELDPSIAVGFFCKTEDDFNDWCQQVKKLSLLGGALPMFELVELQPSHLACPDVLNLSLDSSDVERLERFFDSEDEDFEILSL
# SENP8 block = inhibitors of human SENP8 protease | inhibition, % at 20 µM | 0.64% of 360,000 active | recombinant SENP8, Nedd8 substrate fluorescence | Q96LD8; in the data active = inhibition mostly above about 40%, no sharp cut-off; inactive = mostly below about 27%
# PfGluPho inh = PfG6PD (Plasmodium falciparum) enzyme inhibition; PfGluPho enzyme, NADPH resazurin-diaphorase fluorescence; inhibition, % at 20 µM; 0.78% of 350,000 active; AID 504690;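 active = inhibition reaching at least a set limit at 20 µM in the primary screen, cut at about 59% in these data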;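 also: 0% = DMSO wells with substrate and 100% = DMSO wells lacking glucose-6-phosphate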
# NR3A LBD binder = NR3A (human) ligand-binding domain modulation. NR3A LBD differential scanning fluorimetry, Tm shift; 0% = protein alone, 100% = glycine-bound protein. Tm shift relative to glycine control, % at 25 µM. 2.5% of 340,000 active. AID 1259313;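 active = melting temperature shift of at least 10% of the positive control shift, at one fixed dose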
# MPTP inh = inhibitors of mitochondrial permeability transition pore | 1.4% of 360,000 active | isolated mouse mitochondria, Ca2+ swelling absorbance, 30 min | inhibition, % at 10 µM;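 active = inhibition of 50% or more, scaled per plate between neutral and stimulator controls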;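 also: 0% = DMSO wells given calcium and 100% = 1 mM EGTA wells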
# Numbers without * were called inactive; / = no result given; & = joins results of further samples.
# A first look (eight entries):
1	Cc1cc(C(=O)C(=O)NC(C)C)c(C)n1-c1ccc([N+](=O)[O-])cc1
2	COC(=O)CSc1nnc([C@H](CC(C)C)NC(=O)OC(C)(C)C)o1
3	CCC1CCCCN1C(=O)CNCC1CCCO1 (configuration not stated)
4	CCOc1ccc(CN(C)C(=O)CNC(=O)C2CCCCC2)cc1
5	O=C(COc1ccc(S(=O)(=O)N2CCCCC2)cc1)NCc1ccncc1
6	Cc1cccc(N2CCN(c3nnc(C(F)(F)F)s3)CC2)c1
7	COc1ccc(OC)c(N(CC(=O)Nc2ccc(NC(C)=O)cc2)S(C)(=O)=O)c1
8	CCCN1CCN(C(=O)C2CCN(S(=O)(=O)c3ccc4c(c3)NC(=O)C(C)S4)CC2)CC1 (configuration not stated)
Assay by compound,1,2,3,4,5,6,7,8
SENP6 inh,1,-20,12,-18,1,-3,3,0
hIAP activ,1,1.2,1.1,1,1.1,0.95,0.99,1.1
SENP1 inh,1,1,-2,0,4,-2,0,10
ATG4B inh,1,-12,-2,3,-6,-12,-9,-10
SENP8 block,19,24,6,7,16,23,16,17
PfGluPho inh,13,0,1,-17,-10,5,-1,-2
NR3A LBD binder,1,0,1,-1,-2,0,2,-2
MPTP inh,4.7,-0.1,1.6,1.1,-0.2,2.4,-1.0,-0.4

# This part in full (from the top)
1	Cc1cc(C(=O)C(=O)NC(C)C)c(C)n1-c1ccc([N+](=O)[O-])cc1
2	COC(=O)CSc1nnc([C@H](CC(C)C)NC(=O)OC(C)(C)C)o1
3	CCC1CCCCN1C(=O)CNCC1CCCO1 (configuration not stated)
4	CCOc1ccc(CN(C)C(=O)CNC(=O)C2CCCCC2)cc1
5	O=C(COc1ccc(S(=O)(=O)N2CCCCC2)cc1)NCc1ccncc1
6	Cc1cccc(N2CCN(c3nnc(C(F)(F)F)s3)CC2)c1
7	COc1ccc(OC)c(N(CC(=O)Nc2ccc(NC(C)=O)cc2)S(C)(=O)=O)c1
8	CCCN1CCN(C(=O)C2CCN(S(=O)(=O)c3ccc4c(c3)NC(=O)C(C)S4)CC2)CC1 (configuration not stated)
9	COc1ccc(Cn2ccnc2SCC(=O)Nc2ccc(F)cc2F)cc1
10	CC(NC(=O)COC(=O)COc1cccc2c1OC(C)(C)C2)c1ccccc1 (configuration not stated)
Assay by compound,1,2,3,4,5,6,7,8,9,10
SENP6 inh,1,-20,12,-18,1,-3,3,0,/,-14
hIAP activ,1,1.2,1.1,1,1.1,0.95,0.99,1.1,/,1.1
SENP1 inh,1,1,-2,0,4,-2,0,10,1,0
ATG4B inh,1,-12,-2,3,-6,-12,-9,-10,/,0
SENP8 block,19,24,6,7,16,23,16,17,2,5
PfGluPho inh,13,0,1,-17,-10,5,-1,-2,9,-1
NR3A LBD binder,1,0,1,-1,-2,0,2,-2,/,2
MPTP inh,4.7,-0.1,1.6,1.1,-0.2,2.4,-1.0,-0.4,0.6,0.6

11	Cc1ccc(S(=O)(=O)N2CCC(C(=O)OCC(=O)N3CCCC(C)C3)CC2)cc1C (configuration not stated)
12	CCC1CCCCN1CCCNC(=O)C1CCC(Cn2c(=O)[nH]c3ccccc3c2=O)CC1 (configuration not stated)
13	COc1ccc(C(=O)Oc2cc(C(=S)N3CCOCC3)ccc2OC)cc1
14	CCOC(=O)c1ccc(N2C(=O)CC(N3CCC(O)(c4ccc(Br)cc4)CC3)C2=O)cc1 (configuration not stated)
15	COC(=O)c1ccc(/C=C/C(=O)c2ccc(OC)cc2)cc1
16	O=C(COC(=O)c1ccc(O)cc1)c1ccc(S(=O)(=O)N2CCCCC2)cc1
17	CC1(C)OC(=O)C(=Cc2ccc[nH]2)C(=O)O1
18	CCC(NC(=O)c1ccncc1)c1ccccc1 (configuration not stated)
19	C=CCOc1ccc(CNc2ccc3[nH]c(=O)[nH]c3c2)cc1OC
20	O=C(O)c1cc(NC(=O)c2ccco2)cc(NC(=O)c2ccco2)c1
Assay by compound,11,12,13,14,15,16,17,18,19,20
SENP6 inh,-7,0,-10,-1,-3,0,-4,-8,/,14
hIAP activ,0.85,1,0.91,0.95,0.79,1,1.1,1.2,/,1
SENP1 inh,1,-5,1,1,2,1,-19,-1,-38,0
ATG4B inh,-4,-5,-1,-3,3,-16,-1,4,-7,-5
SENP8 block,21,12,15,15,6,12,27,5,-449,8
PfGluPho inh,4,-6,-6,10,10,2,-5,-18,85*,-5
NR3A LBD binder,1,0,0,1,2,-8,1,-3,0,-2
MPTP inh,-0.9,1.0,0.4,2.9,-0.8,0.0,1.6,-1.3,1.9,-0.2

21	CCCOCC1CC(CCc2nc(=S)[nH][nH]2)C(=O)O1 (configuration not stated)
22	COCCOCC(O)CN1CCN(c2ccccc2)CC1 (configuration not stated)
23	Cc1ccc(N(CN2CCCC2=O)C(=O)c2ccccc2)cc1
24	O=[N+]([O-])c1ccccc1/C=C/C=N/n1c(-c2ccccc2F)n[nH]c1=S
25	Cc1ccn2c(=O)nc(SCC(=O)c3ccccc3)nc2c1
26	COc1ccc(CCNCc2ccc(OCc3ccc(Cl)nc3)c(OC)c2)cc1OC
27	COc1cccc(CNC(=O)C2CCCN(S(=O)(=O)c3ccc4c(c3)C(C)(C)C(=O)N4C)C2)c1 (configuration not stated)
28	O=C(C(Cl)Cl)N1c2ccccc2OCC1c1ccccc1 (configuration not stated)
29	CC1C(c2ccccc2)N(C)CCC12NC(=O)NC2=O (configuration not stated)
30	S=C1NCCOCCOCCOCCNC(=S)N2CCOCCOCCN1CCOCCOCC2
Assay by compound,21,22,23,24,25,26,27,28,29,30
SENP6 inh,-25,-7,-4,-16,-3,5,-14,-12,-7,3
hIAP activ,1.1,0.92,1.1,0.92,1.1,1.2,1.1,0.94,0.84,1.1
SENP1 inh,0,0,3,2,-50,-28,1,0,3,1
ATG4B inh,-10,2,-6,13,3,-9,-8,-1,3,0
SENP8 block,10,24,4,28,-60,30,-3,17,5,8
PfGluPho inh,21,-7,-2,16,-4,-8,11,12,-20,3
NR3A LBD binder,-7,-3,0,8,3,1,4,0,1,-2
MPTP inh,1.5,0.2,-0.2,6.1,0.1,1.3,1.2,15,-2.1,-0.3

31	CC(C)c1ccc(CN(C(=O)C2COc3ccccc3O2)C2CCS(=O)(=O)C2)cc1 (configuration not stated)
32	CN(CC(=O)Nc1ccccc1Cl)C(=O)COC(=O)/C=C/c1cccs1
33	CC(=O)c1cc(NC(=O)c2cccc(C(F)(F)F)c2)c(=O)oc1C
34	COc1ccc(NC(=O)c2ccc(CNc3c(NC4CCCCC4)c(=O)c3=O)cc2)cc1OC
35	COCC(=O)OC/C(O)=C(\C#N)c1nc2ccccc2[nH]1
36	O=C(NCCc1ccccc1)C1CCCN(S(=O)(=O)c2cccnc2)C1 (configuration not stated)
37	CC1(C)CC(=O)N(c2ccc(Cl)c(Cl)c2)C(=O)C1
38	Cc1ccc2nc(SCC(=O)NCCCN3CCCC3=O)[nH]c2c1
39	Cc1cc(CN(C)Cc2cn(C)nc2-c2ccc(Oc3ccccc3)cc2)on1
40	COCCn1c(SCC(=O)Nc2ccccc2OC)nc2c(oc3ccccc32)c1=O
Assay by compound,31,32,33,34,35,36,37,38,39,40
SENP6 inh,-15,-18,-10,1,4,2,-1,11,6,11
hIAP activ,1.1,0.87,1,1.1,1.2,0.97,0.95,1.1,1,1
SENP1 inh,1,1,-2,-1&-1,-83,2,2,0,1,-3
ATG4B inh,-5,-2,8,6&5,1,1,8,-7,-9,6
SENP8 block,11,4,3,9&15,-55,15,23,4,24,7
PfGluPho inh,9,0,8,-3&-6,-21,5,-1,12,-1,-15
NR3A LBD binder,2,2,1,-4&3,-1,7,-1,1,-1,3
MPTP inh,0.9,-2.2,0.6,-0.4&-0.1,0.7,0.7,-0.7,-3.0,10,0.9

41	O=C(Nc1ccccc1)O[C@@H]1C[C@H]2CCCC(=O)N3CC[C@@H](C1)[C@@H]23
42	O=C(NCc1ccc2c(c1)OCO2)c1ccc(Cl)c(S(=O)(=O)N2CCOCC2)c1
43	Cc1cccc(C2=N/C(=C/c3cccs3)C(=O)O2)c1
44	CN(Cc1ccccc1)C(=O)CN1C(=O)c2ccccc2C1=O
45	CS(C)(=O)=NS(=O)(=O)c1ccc(Cl)cc1
46	NC(=O)[C@@H]1CCCCNc2c(F)cc([N+](=O)[O-])cc2C(=O)N[C@@H](CCCN=C(N)N)C(=O)NCC(=O)N1
47	Cn1cccc1CNC(=S)Nc1ccccc1F
48	Cc1c(C(=O)N/N=C/c2ccccn2)nnn1-c1nonc1N
49	O=C(CN1C(=O)NC2(CCOc3ccccc32)C1=O)Nc1cccc([N+](=O)[O-])c1 (configuration not stated)
50	COc1ccc(/C=N/NC(=O)c2cccc(C(=O)N/N=C/c3ccc(OC)cc3)n2)cc1
Assay by compound,41,42,43,44,45,46,47,48,49,50
SENP6 inh,/,-1,9,-3,5,-15,-10,-9,0,-14
hIAP activ,/,0.99,1.2,0.89,1,1,1.1,1.5,1,1.8
SENP1 inh,1,2,2,2,1,0,-1,-3,2,-3
ATG4B inh,-2,-4,-1,-2,-6,5,6,-3,-8,-1
SENP8 block,25,20,11,5,10,13,16,-5,8,-267
PfGluPho inh,2,8,-1,3,7,-9,-10,9,0,-4
NR3A LBD binder,-7,0,3,2,0,-3,0,1,-5,-1
MPTP inh,0.1,-3.0,-0.8,-1.0,-1.5,-1.1,3.3,-1.4,-2.4,0.8

51	Cc1cc(NS(=O)(=O)c2ccc(NS(=O)(=O)c3ccc(CC(C)C)cc3)cc2)nc(C)n1
52	CN(C)/C=C1\C(=O)ON=C1c1ccccc1
53	O=S(=O)(Nc1ccc(Cl)cc1)c1ccc(N2CCOCC2)c(NC(=S)NCCN2CCOCC2)c1
54	CCCCN(CC)C(=O)CSc1nc2ccccc2c(=O)n1CC1COc2ccccc2O1 (configuration not stated)
55	C=CCn1c(=O)/c(=C/c2ccc(F)cc2)s/c1=C(\C#N)c1nnc2n1CCCCC2
56	CCN1CCCC1Cn1cnc2c([nH]c3ccc(Cl)cc32)c1=O (configuration not stated)
57	CS(=O)(=O)N1CCN(C(=O)Cc2ccc(Br)cc2)CC1
58	C=CCSc1nccc(-c2cc(Cl)sc2Cl)n1
59	CC(C(=O)Nc1cc([N+](=O)[O-])ccc1Cl)N1CCN(c2ccccc2)CC1 (configuration not stated)
60	C=C[C@@H]1c2ccccc2N(S(=O)(=O)c2ccc(C)cc2)[C@H](c2ccc(C(F)(F)F)cc2)C1(C#N)C#N
61	CCOc1ccc(NC(=O)CN(C)C(=O)c2ccc3[nH]c4c(c3c2)CC(C)CC4)cc1OCC (configuration not stated)
62	c1ccc2[nH]c(SCc3cscn3)nc2c1
63	COc1ccc(C(=O)n2cc(C(C)=O)c3ccccc32)cc1
Assay by compound,51,52,53,54,55,56,57,58,59,60,61,62,63
SENP6 inh,-37,-17,0,2,11,-2,1,0,11,-16,-14,-6,-25
hIAP activ,0.88,0.94,1,1,1.1,1.1,1.1,1.2,1.4,0.95,1.1,0.99,0.92
SENP1 inh,-1,2,2,1,0,-7,3,1,0,0,-20,0,8
ATG4B inh,0,0,-12,-9,29,-8,-1,4,-2,0,5,0,-10
SENP8 block,2,-2,10,23,-9,-75,13,16,2,9,-6,3,10
PfGluPho inh,-53,-13,69*,33,6,7,9,-5,7,-10,7,-7,4
NR3A LBD binder,-1,-4,-19,2,2,0,-1,2,3,-1,3,-1,0
MPTP inh,-0.7,-0.1,-0.8,7.1,1.9,-0.8,1.0,2.5,1.7,0.9,-1.0,1.2,1.0

# Assay outcomes as filed in PubChem.
